Screens (PubChem BioAssay)
USP2a block: blocks human ubiquitin-specific protease USP2a | O75604 | USP2 core, Ub-CHOP2 coupled fluorogenic reporter, 485/531 | Potency, µM (titrated, usually from 38.3 µM), for inactives: at the highest dose activity change, negative = inhibition, hits mostly inhibitors | 0.01% of 330,000 active | AID 463254;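 further: potency means the concentration at half of the fitted maximal effect; plate controls were DMSO wells for no effect and full inhibition by NEM control for full effect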
Target sequence (O75604 whole entry, looked up): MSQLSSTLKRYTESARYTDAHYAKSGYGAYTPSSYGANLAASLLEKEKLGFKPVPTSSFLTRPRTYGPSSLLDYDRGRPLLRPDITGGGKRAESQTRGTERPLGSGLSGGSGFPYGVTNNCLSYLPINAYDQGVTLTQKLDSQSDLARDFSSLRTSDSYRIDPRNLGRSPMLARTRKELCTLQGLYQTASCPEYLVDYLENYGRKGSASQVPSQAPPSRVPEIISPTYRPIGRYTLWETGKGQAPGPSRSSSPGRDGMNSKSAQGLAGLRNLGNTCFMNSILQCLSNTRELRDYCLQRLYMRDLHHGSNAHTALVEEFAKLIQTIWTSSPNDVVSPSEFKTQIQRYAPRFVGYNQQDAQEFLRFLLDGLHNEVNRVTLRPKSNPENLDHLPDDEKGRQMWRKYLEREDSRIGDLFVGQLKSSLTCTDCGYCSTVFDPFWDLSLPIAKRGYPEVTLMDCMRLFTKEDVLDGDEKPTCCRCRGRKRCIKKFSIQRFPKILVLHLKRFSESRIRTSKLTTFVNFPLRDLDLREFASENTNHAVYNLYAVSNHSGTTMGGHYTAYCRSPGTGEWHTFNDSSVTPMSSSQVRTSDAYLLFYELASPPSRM
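Deubiquitinase activity read as fluorescence (485/531 nm) after Ub-CHOP2 cleavage activates the enterokinase reporter on its substrate; USP2 core 10nM, Ub-CHOP2 and substrate 25nM each, 30min compound preincubation then 60min RT; data normalized to NEM, curves fitted.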
Eya2 inh: inhibitors of human Eya2 phosphatase activity; Potency, µM (top dose mostly 76.9 µM), for inactives: top-dose activity, negative = inhibition, hits mostly inhibitors; O00167; recombinant Eya2, OMFP fluorescence dephosphorylation (OMFP is methylfluorescein phosphate); 0.006% of 330,000 active; further: potency means the concentration at half of the fitted maximal effect; on the % scale 0 is the no-effect control and ±100 the full control effect
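Eya2 protein (added as 0.2 uM solution) was preincubated with compound for 10 min at ambient temperature in 50 mM HEPES pH 7.5, 50 mM NaCl, 5 uM MgCl2, 0.05% BSA, 1 mM DTT. OMFP (added at 50 uM) then reacted 10 min; fluorescence read at 485/525 nm.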
TSHR antagonist: antagonists of human thyroid stimulating hormone receptor. P16473. TSHR-expressing cells, TSH-stimulated cAMP HTRF, 2 h; hits give low values. activity change, negative = inhibition, % at 11.5 µM. AID 504810. 0.2% of 330,000 active;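 active means activity change below a set negative limit, meaning inhibition stronger than a set level, cut at about -70% in these data; inconclusive means activity change between two set negative limits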; further: on the % scale 0 is the no-effect control and ±100 the full control effect
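Inhibition of cAMP made by TSHR-expressing cells under TSH stimulation (4nM final, EC80; 2 h, 37 deg C) is quantified with a one-step lysis HTRF kit, anti-cAMP cryptate versus cAMP-d2.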
MBNL1 CUG block: blocks human MBNL1 binding to CUG repeat RNA; Q9NR56; TR-FRET MBNL1-His/biotin-(CUG)12 binding, 665/545 ratio; Potency, µM (doses to about 57.5 µM), for inactives: at the highest dose activity change, negative = inhibition, usual class: inhibitors; 0.036% of 280,000 active; AID 2675; active means well fitted inhibition curve with a large enough effect in the signal ratio, with a control signal flat, not every such curve was filed as active; inconclusive means small, poorly fitted or top-dose-only effect, or effect the other way, or a change in a side signal; inactive means no such curve, though single readings can be large or run the other way; the % refers to the signal ratio; further: potency means the concentration at half of the fitted maximal effect; on the % scale 0 is the no-effect control and ±100 the full control effect
Target sequence (Q9NR56 whole entry, looked up): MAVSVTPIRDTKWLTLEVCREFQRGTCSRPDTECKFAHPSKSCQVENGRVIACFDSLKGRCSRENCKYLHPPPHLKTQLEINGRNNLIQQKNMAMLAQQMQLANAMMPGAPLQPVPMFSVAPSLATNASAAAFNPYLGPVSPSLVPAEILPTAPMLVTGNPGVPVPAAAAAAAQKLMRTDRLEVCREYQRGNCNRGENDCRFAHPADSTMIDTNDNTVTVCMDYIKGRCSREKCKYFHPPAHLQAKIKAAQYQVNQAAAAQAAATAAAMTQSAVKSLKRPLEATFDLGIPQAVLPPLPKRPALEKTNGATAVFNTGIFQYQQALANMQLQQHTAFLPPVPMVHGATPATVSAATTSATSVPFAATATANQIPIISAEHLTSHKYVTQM
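TR-FRET readout: Ex 340 nm, 665/545 nm emission ratio, normalized to buffer-only (basal) and MBNL1-(CUG)12 controls. Complex of MBNL1-His with Biotin-(CUG)12, compounds 92 nM–58 uM, incubated 60 min at room temperature.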
Mito fusion act: mitochondrial division inhibition or fusion activation | S. cerevisiae fusion-defective mutant growth rescue, CellTiterGlo 48 h | Potency, µM (series often up to 46.1 µM), inactives show at the highest dose growth rescue (activation), most hits filed as activators | 0.23% of 320,000 active | AID 485298;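 further: potency means the concentration at half of the fitted maximal effect; % of control where 0% means no effect; nearly all actives have a fitted effect of over 45% in size; temperature-sensitive fusion mutants such as fzo1-1 at 37 °C on non-fermentable ethanol glycerol medium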
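Compounds are tested for their ability to restore growth of mitochondrial fusion-defective yeast strains at non-permissive 37C in YPEG medium over 48 hours. Viability is quantified by luciferase luminescence.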
KCNH2 WT inh: blocks the wildtype human KCNH2 potassium channel; AID 720551; U2OS, BacMam KCNH2, thallium flux FluxOr; hits give low values; Q12809; activity change, % at 1.84 µM; 0.37% of 340,000 active;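 active means maximum activity change below -70%; inconclusive means maximum activity change between -70% and -50%; inactive means maximum activity change above -50%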; further: on the % scale 0 is the no-effect control and ±100 the full control effect
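U2OS cells were transduced with wild-type KCNH2 virus (2.03 x 10^8 / mL) for 4 h at room temperature, then cultured overnight at 37 C. Thallium flux was read with FluxOr dye. Rate constants were normalized to DMSO controls.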
PKM2 act: PKM2 (human) enzyme activation; purified PKM2, Kinase-Glo ATP luminescence, activation; response scale: 0% is enzyme alone, no compound; Potency, µM (top dose mostly 57.5 µM), for the others: at the highest dose activation, actives largely listed as activators; 0.34% of 260,000 active; AID 1631; further: potency means the concentration at half of the fitted maximal effect; on the % scale 0 is the no-effect control and ±100 the full control effect; nearly all actives have a fitted effect of over 55% in size
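Purified hPK-M2 (>95% pure) converted ADP (0.1 mM final) to ATP with 0.5 mM PEP in 50 mM imidazole pH7.2, KCl, MgCl2, Tween 20, BSA; 1 h at room temperature. ATP detected by Kinase-Glo luminescence.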
Menin MLL FP TR: inhibitors of human menin-MLL interaction, mutant MLL peptide; O00255; Menin + Texas Red MLL mutant peptide, fluorescence polarization; Potency, µM (series often up to 61.6 µM), without a hit: at the highest dose FP activity change, negative = inhibition, usual class: inhibitors; 0.23% of 270,000 active; AID 1768; active means well fitted inhibition curve with a large enough effect in the polarisation, with a control signal flat, not every such curve was filed as active; inconclusive means small, poorly fitted or top-dose-only effect, or effect the other way, or a change in a side signal; inactive means no such curve, though single readings can be large or run the other way; the % refers to the polarisation; further: potency means the concentration at half of the fitted maximal effect; % of control where 0% means no effect; many of its hits are not listed in these tables
BCR signal inh: inhibitors of chronic active B-cell receptor signaling | ABC-DLBCL IkBa-CBG/CBR reporter, luminescence ratio, 4 h | Potency, µM (series often up to 46.1 µM), inactives show top-dose ratio change, negative = lower green/red ratio, hits mostly inhibitors | 0.05% of 340,000 active | AID 493014; active means well fitted inhibition curve with a large enough effect in the signal ratio, with a control signal flat, not every such curve was filed as active; inconclusive means small, poorly fitted or top-dose-only effect, or effect the other way, or a change in a side signal; the % refers to the signal ratio;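 further: potency means the concentration at half of the fitted maximal effect; plate controls were basal doxycycline-induced cells for no effect and cells given 10 µM MG132 for full effect; MG132 reads +100%, hits lower the ratio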
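Compounds up to 46 uM were incubated four hours with TMD8 cells whose green CBG68 luciferase is fused to IkappaBalpha; red CBR luminescence normalised the signal, and concentration-effect curves were fitted to fusion, red and ratio data.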
GALK inhibitor: blocks human galactokinase activity. P51570. Purified GALK, Kinase-Glo residual ATP luminescence. Potency, µM (doses to about 57.5 µM), for inactives: top-dose activity change, negative = inhibition, usual class: inhibitors. 0.007% of 270,000 active; further: potency means the concentration at half of the fitted maximal effect; on the % scale 0 is the no-effect control and ±100 the full control effect
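Kinase-Glo Plus luminescence measured ATP left after a 1 h room-temperature reaction. The reaction used 5 nM GALK, 100 uM galactose and 35 uM ATP at pH 8.0 (20 mM HEPES, 5 mM MgCl2, 60 mM NaCl, 1 mM DTT, 0.01% BSA).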
S-ASM inh: inhibitors of human secretory acid sphingomyelinase. P17405. placental ASM, HMU-PC fluorogenic substrate, 60 min. Potency, µM (series often up to 57.5 µM), inactives show at the highest dose activity change, negative = inhibition, most hits filed as inhibitors. 0.006% of 340,000 active; further: potency means the concentration at half of the fitted maximal effect
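qHTS format. ASM enzyme prepared from human placenta hydrolyses the fluorogenic substrate HMU-PC0 (9 uM final) over 60 min at 37 °C after a 10 min compound preincubation.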
* marks the source's active call; other numbers are inactive results; ? = inconclusive; nt = not tested or not shown; & = joins results of further samples; [ ] = remark or other dose. Unless noted, the call rests on the fitted dose curve; in most records, active means well fitted curve in the direction sought with a large enough effect; inconclusive means small, poorly fitted or top-dose-only effect, or another doubt; inactive means no such curve, though single readings can be large; an effect the other way counts as inactive or inconclusive. Not all compounds are listed. The share of hits here may be higher or lower than overall.

SMILES | USP2a block | Eya2 inh | TSHR antagonist | MBNL1 CUG block | Mito fusion act | KCNH2 WT inh | PKM2 act | Menin MLL FP TR | BCR signal inh | GALK inhibitor | S-ASM inh
O=C(CNS(=O)(=O)c1ccc(Br)cc1Cl)OCC(=O)N1CCCC1=O | 0% | -9% | -1 | nt | 0% | -6 | nt | nt | 2% | nt | 8%
C=CC#CC1(O)CC(C)[N+](C)(C)CC1C (configuration not stated) | 3% | 18% | 7 | nt | 1% | -1 | 0% | 2% | -2% | 13% | 13%
Cc1ccc(OCC(O)CN2CCOCC2)c(C)c1 (configuration not stated) | -6% | 9% | 49 | -5% | 1% | 1 | 0% | ? | ? | -6% | 1%
Cc1ccc(SC[C@H](C)CN2CC[C@H](C(C)(C)C)CCC2=O)cc1 | -4% | -17% | -22 | -13% | -7% | nt | -2% | 3% | 21% | nt | 0%
COC(=O)c1ccc2c(=O)n(-c3ccccc3)c(SCN3C(=O)c4ccccc4C3=O)nc2c1 | 2% | 4% | 27 | -7% | ? | -7 | 1% | -5% | 0% | 1% | -2%
COC(=O)Nc1sc2c(c1C(N)=O)CCC(C)C2 (configuration not stated) | 2% | -19% | 11 | -2% | 4% | 29 | 1% | -6% | -6% | 4% | 4%
CCCCCCCN1C=CC(=O)CC1 | 9% | -1% | 8 | 0% | 10% | nt | 8% | nt | -15% | 1% | -1%
Cc1ccc(NCCC(=O)c2ccc(Cl)cc2)cc1 | 0% | -26% | 6 | 4% | 1% | -4 | -1% | -15% | ? | -4% | -2%
Cc1ccccc1NC(=O)c1c2c(nc3ccccc13)CCC2 | 2% | -11% | -2 | -3% | 8% | -6 | 5% | -10% | 3% | -7% | -2%
O=C(CNS(=O)(=O)c1ccc(F)cc1)N1CCN(c2ccccc2)CC1 | 0% | 11% | 1 | -7% | 0% | -8 | 5% | -4% | -2% | -1% | 0%
Cc1csc(NC(=O)CSc2nnc(CCNC(=O)c3cccs3)n2C)n1 | 0% | -8% | 22 | -12% | 0% | 2 | -20% | 4% | ? | 1% | 1%
CCOc1ccc(N2CC(C(=O)Nc3cc(C)on3)CC2=O)cc1 (configuration not stated) | -1% | -7% | -3 | ? | -13% | 2 | -1% | 18% | 3% | -3% | 0%
COC(=O)c1ccccc1NC(=O)CN1CCC(NC(=O)c2ccc(C)cc2)CC1 | 1% | -27% | 4 | -1% | 5% | 21 | -10% | -27% | 16% | -4% | 2%
CC(=O)Nc1ccc(C(=O)N2CC(=O)NC(=O)C2)cc1 | 1% | 3% | -8 | 14% | -2% | 1 | -1% | nt | -2% | 0% | 3%
N#Cc1cccc(S(=O)(=O)N2CCN(c3ccnc4cc(Cl)ccc34)CC2)c1 | 0% | -4% | -5 | 6% | 9% | -38 | 5% | nt | ? | 4% | -2%
CCOC(=O)C1(Cc2ccccc2)CCCN(C(=O)c2ccc(-n3ccnc3)cc2)C1 (configuration not stated) | 2% | -2% | 41 | -14% | 2% | -4 | -1% | nt | 9% | -4% | -1%
Cc1noc(C)c1CSc1nnc2scc(-c3ccccc3)n12 | 1% | -10% | -3 | 4% | 1% | 17 | 1% | -10% | 0% | 0% | -1%
CC(C)(C)NC(=O)Nc1ccc(F)c(Cl)c1 | 0% | -18% | -5 | -9% | -6% | -4 | -3% | 6% | 1% | 0% | 0%
COc1ccc(-c2nc(CS(=O)CC(=O)NC3CCCCC3C)c(C)o2)cc1OC (configuration not stated) | 2% | -10% | 0 | -2% | -8% | -9 | nt | nt | 0% | -4% | -1%
CN(C)C(CNC(=O)Cc1ccc([N+](=O)[O-])cc1)c1ccccc1 (configuration not stated) | 0% | -14% | 2 | 23% | 18% | 1 | -1% | 5% | 0% | -1% | 2%
Fc1ccc(/C=N/NC2=Nc3cccc4cccc2c34)cc1 | 6% | -7% | -13 | 6% | 6% | 2 | -3% | ? | ? | 2% | -19%
NC(=O)c1c(NC(=O)Cn2nc(C(=O)O)c3ccccc3c2=O)sc2c1CCC2 | 6% | 9% | -1 | nt | -3% | 3 | 5% | nt | -1% | -2% | -2%
Cc1cc(=O)n2nc(N3CCCC(C(=O)NCc4ccc(F)cc4)C3)sc2n1 (configuration not stated) | 5% | 1% | -5 | 15% | -10% | -5 | nt | 42%[activator] | -1% | -2% | -1%
CC(=O)N1N=C(c2ccc(C)o2)CC1c1ccc(Br)cc1 (configuration not stated) | 2% | -16% | 17 | 8% | 0% | -5 | 1% | 5% | 0% | 4% | 3%
O=C(O)CCCn1cc(NC(=O)COc2ccccc2F)cn1 | 0% | 18% | 3 | -6% | 9%&-4% | -1 | nt | 0% | ? | 0% | 2%
Cc1ccc(-c2c[n+](CC(=O)N3c4ccccc4Sc4ccccc43)c3n2CCC3)cc1 | 4% | -15% | 11 | -6% | -2% | 9 | 0% | -2% | -10% | -3% | 0%
O=C(NCc1ccccc1CN1CCCC1)c1cc2ccccc2o1 | -6% | -32% | -5 | nt | -5% | 10 | nt | nt | ? | nt | 0%
CCOC(=O)c1c(C)[nH]c(C(=O)COC(=O)c2ccc(N3CCCC3=O)cc2)c1C | 0% | 0%[15.4 µM] | 23 | -4% | 1% | 4 | ? | 4% | -1% | 0% | 4%
COc1ccc(C(C)=O)cc1CSc1nc2nc(C)cc(C)n2n1 | -1% | 9% | 12 | 9% | -3% | -3 | -2% | -8% | ? | -1% | 0%
COc1ccc(CCN(C)CC(O)c2ccccc2)cc1OC (configuration not stated) | -2% | -18% | -26 | -10% | 1% | 3 | -1% | -28% | ? | 1% | 6%
Cn1c(=O)c2c(nc(N/N=C/c3ccc(OC(=O)c4ccco4)cc3)n2Cc2ccccc2Cl)n(C)c1=O | 2% | 4% | -4 | -8% | -3% | 5 | -2% | 4% | 2% | -1% | -8%
COc1c(C)cccc1C(=O)Nc1ccc(OCC(=O)N2CCOCC2)cc1C | 3% | -2% | -8 | ? | 1% | 0 | -1% | nt | ? | -7% | -1%
CC1=Nc2cc(C(=O)N3CCCC3)ccc2Sc2c(C)ccc(C)c21 | -1% | 2% | 6 | 3% | 25% | 8 | -4% | -9% | 4% | 8% | 2%
CCOC(=O)Cc1csc(NC(=O)Nc2ccc(C)cc2)n1 | 1% | -12% | 10 | 7% | -3% | -8 | 4% | nt | ? | -4% | -1%
COc1ccccc1NC(=S)NC(C)=O | 3% | -2% | -1 | -5% | -4% | 4 | 2% | -1% | ? | -2% | -4%
CC(O)CN1CCN(C(=O)CN2C(=O)NC(c3ccccc3)(c3ccccc3)C2=O)CC1 (configuration not stated) | 2% | -5% | 2 | -1% | 1% | 7 | 1%[11.5 µM] | 0% | -3% | -2% | 0%
COc1cc(Cl)ccc1OCc1cc(C(=O)NCCCN2CCCC2=O)no1 | -1% | 3% | 11 | 0% | -1% | -2 | nt | nt | -11% | 4% | -3%
CC1CCN(C(=O)Cn2nnc(-c3ccc(C(C)C)cc3)n2)CC1 | -1% | 2% | -26 | -1% | -2% | 10 | 0% | 1% | 4% | -2% | -2%
C[n+]1ccn(CC(=O)c2ccc(Cl)cc2)c1 | 0% | 7% | 15 | -15% | 0% | 0 | 0% | 2% | -1% | nt | 1%
CCOc1ccc(N(CC(=O)NCCSc2ccccn2)S(=O)(=O)c2ccc(Cl)cc2)cc1 | -1% | -6% | 10 | -1% | 5% | 6 | -1% | ? | 1% | -2% | -7%
CC(C)C(=O)NC(=S)Nc1ccc(S(=O)(=O)NC(C)(C)C)cc1 | -1% | 1% | 14 | -3% | -1% | 8 | 16% | 2% | -15% | 1% | 0%
CC(C)CC(=O)NC(=S)NCc1ccccc1 | -1% | -3% | -4 | -26% | 3% | -84* | 2% | 12% | 8% | 2% | 8%
CCN(CC)S(=O)(=O)c1cc(NC(=O)c2ccc(Br)s2)ccc1C | 0% | -1% | -14 | ? | -5% | -5 | 11% | 44%[activator] | ? | 8% | -5%
COc1cc(C(=O)Nc2ccc3c(c2)Cc2cc(NC(=O)c4cc(OC)c(OC)c(OC)c4)ccc2-3)cc(OC)c1OC | 0% | 4% | 0 | -9% | -4% | 1 | 2% | 16% | -12% | 1% | -2%
